# Screening data from PubChem BioAssay.
# CF NFkB inh: cystic fibrosis NF-kB activation inhibition. KKLEB NF-kB-GFP reporter, PAF-induced, GFP fluorescence overnight. inhibition, % at 5 µM. actives 0.86% (n = 360,000). AID 588850;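 active = at least 50% inhibition at 5 µM, scaled per plate between neutral and stimulator controls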;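 also: PAF is a Pseudomonas aeruginosa culture filtrate used as stimulus; plate controls were PAF-stimulated DMSO wells for no effect and unstimulated DMSO wells for full effect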
# NCOA1 inh: inhibitors of human steroid receptor coactivator 1 (SRC1); Q15788; HEK293 GAL4-SRC1 luciferase reporter, luminescence; inhibition, % at 3.6 µM; actives 0.12% (n = 360,000); AID 588354;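 active = inhibition above the campaign mean plus 3 SD, with each screening campaign given its own cutoff, cut at about 60% in these data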;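 also: 0% = DMSO treated cells and 100% = gossypol at 36 µM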
# NR5A2 inv ag: inverse agonists of human LRH-1 (NR5A2). O00482. HEK293T StAR-luciferase reporter, LRH-1 transfected, 24 h. inhibition, % at 3.6 µM. actives 0.13% (n = 360,000);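 active = inhibition above the mean inhibition of all tested compounds plus 3 SD, cut at about 73% in these data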;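 also: 0% = DMSO wells and 100% = reporter-only cells lacking LRH-1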
# SRC3 inh: inhibitors of human steroid receptor coactivator 3 (SRC3); HEK293 GAL4-SRC3 luciferase reporter, luminescence; Q9Y6Q9; inhibition, % at 3.6 µM; actives 0.17% (n = 360,000);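 active = inhibition above a per-campaign cutoff, the mean of all compounds plus 3 SD, cut at about 60% in these data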;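 also: 0% = DMSO-treated cells and 100% = gossypol-treated cells at 36 µM; higher means less SRC3-driven luciferase light from the GAL4 reporter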
# Target sequence (Q9Y6Q9 whole entry, looked up, the tested form may be a part): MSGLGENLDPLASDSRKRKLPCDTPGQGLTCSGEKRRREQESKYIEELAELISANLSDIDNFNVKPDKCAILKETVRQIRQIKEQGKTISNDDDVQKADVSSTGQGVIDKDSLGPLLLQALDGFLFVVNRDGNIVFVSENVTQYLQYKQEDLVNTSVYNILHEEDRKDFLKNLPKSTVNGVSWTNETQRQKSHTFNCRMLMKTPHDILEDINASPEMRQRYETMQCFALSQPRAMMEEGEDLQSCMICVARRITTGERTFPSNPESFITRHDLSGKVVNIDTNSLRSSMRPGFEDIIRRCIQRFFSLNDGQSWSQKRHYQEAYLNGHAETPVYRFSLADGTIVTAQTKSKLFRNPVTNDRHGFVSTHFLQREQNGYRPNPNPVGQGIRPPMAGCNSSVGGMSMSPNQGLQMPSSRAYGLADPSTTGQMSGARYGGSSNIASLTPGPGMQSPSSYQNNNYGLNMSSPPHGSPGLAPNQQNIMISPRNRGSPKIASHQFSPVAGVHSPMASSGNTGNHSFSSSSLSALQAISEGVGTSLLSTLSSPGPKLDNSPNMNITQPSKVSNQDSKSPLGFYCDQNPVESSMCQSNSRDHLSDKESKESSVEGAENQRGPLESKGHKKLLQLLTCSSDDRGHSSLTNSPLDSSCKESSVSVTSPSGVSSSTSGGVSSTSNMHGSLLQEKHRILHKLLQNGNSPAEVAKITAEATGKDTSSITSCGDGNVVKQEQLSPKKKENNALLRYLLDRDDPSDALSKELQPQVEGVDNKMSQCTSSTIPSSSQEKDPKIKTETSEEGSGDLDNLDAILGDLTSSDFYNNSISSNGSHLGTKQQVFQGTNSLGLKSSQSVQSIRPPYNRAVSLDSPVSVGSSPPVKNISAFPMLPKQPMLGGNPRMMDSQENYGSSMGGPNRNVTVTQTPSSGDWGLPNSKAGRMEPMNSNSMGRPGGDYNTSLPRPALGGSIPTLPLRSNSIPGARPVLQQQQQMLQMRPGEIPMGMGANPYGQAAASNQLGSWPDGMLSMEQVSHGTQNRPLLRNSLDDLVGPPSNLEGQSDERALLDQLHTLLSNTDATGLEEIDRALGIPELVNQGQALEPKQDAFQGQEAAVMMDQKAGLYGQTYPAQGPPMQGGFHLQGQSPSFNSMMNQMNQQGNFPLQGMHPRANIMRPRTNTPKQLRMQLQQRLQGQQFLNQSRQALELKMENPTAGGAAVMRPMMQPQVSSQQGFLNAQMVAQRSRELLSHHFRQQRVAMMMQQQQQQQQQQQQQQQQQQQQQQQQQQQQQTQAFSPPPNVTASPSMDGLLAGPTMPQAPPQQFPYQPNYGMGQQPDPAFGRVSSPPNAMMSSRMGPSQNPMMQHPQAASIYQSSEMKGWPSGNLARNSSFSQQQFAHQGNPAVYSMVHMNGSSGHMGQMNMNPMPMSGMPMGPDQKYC
# TWEAK-Fn14 inh: TWEAK-Fn14 signaling inhibition; TWEAK-stimulated Fn14 reporter cells, luciferase luminescence, 8 h; inhibition, % at 10 µM; actives 2% (n = 360,000); in the data active = inhibition above about 50%
# LMP1 NFkB inh: reduces LMP1-driven NF-kappaB luciferase signal. LMP1-induced NF-kappaB luciferase reporter cells, luminescence. inhibition, % at 12.5 µM. actives 0.69% (n = 350,000); in the data active = inhibition above about 41%;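 also: 0% = neutral control wells and 100% = reference inhibitor control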
# NCOA2 inhibitor: human SRC2 (NCOA2) inhibition. Q15596. HEK293 GAL4-SRC2 luciferase reporter, luminescence. inhibition, % at 9 µM. actives 0.17% (n = 370,000). AID 651957;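 active = inhibition above the mean inhibition of all tested compounds plus 3 SD, set per campaign, cut at about 52% in these data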;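 also: 0% = DMSO treated cells and 100% = cells given Gossypol at 36 µM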
# TRAIL sens C8: sensitizes caspase-8 expressing cells to TRAIL; NB7+C8 cells + TRAIL, ATPlite viability luminescence; inhibition (viability loss, TRAIL sensitization), % at 10 µM; actives 1% (n = 360,000); AID 624354;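 active = compounds causing at least 50% loss of cell viability in the single-dose screen, relative to plate controls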
# KKLEB tox: CF airway cell cytotoxicity counter-screen; KKLEB CF airway cells viability, ATPlite luminescence, overnight; active compounds read low; cells stimulated with P. aeruginosa culture filtrate; activity change (cytotoxicity), % at 5 µM; actives 0.36% (n = 360,000); AID 602141;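 active = corrected activity change at or below -50% at 5 µM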
# TROY NFkB inh: blocks TROY-dependent signaling in reporter cells; Q293 LMP1-TROYcd NF-kB luciferase reporter, 4 h; inhibition, % at 10 µM; actives 0.98% (n = 360,000); AID 1347056;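 active = compounds whose plate-normalised and pattern-corrected inhibition of the luciferase reporter signal at the single screening dose is 50% or more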
# COUP-TFII inh: inhibitors of human COUP-TFII (NR2F2); HEK293T NGFI-A luciferase reporter, luminescence; P24468; inhibition, % at 8.6 µM; AID 686940; actives 0.7% (n = 370,000);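 active = inhibition above a per-plate cutoff, mean inhibition of test wells between control levels plus 3 SD, cut at about 38% in these data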;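 also: cells cotransfected with COUP-TFII expression vector driving the NGFI-A reporter; 0% = median of COUP-TF2 test wells and 100% = reporter-only cells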
# Numbers without * were called inactive; . = no result given.
SMILES,CF NFkB inh,NCOA1 inh,NR5A2 inv ag,SRC3 inh,TWEAK-Fn14 inh,LMP1 NFkB inh,NCOA2 inhibitor,TRAIL sens C8,KKLEB tox,TROY NFkB inh,COUP-TFII inh
O=C(C1CCC(CNc2c(N3CCCCC3)c(=O)c2=O)CC1)N1CCCC1 (stereo not drawn),-11,8,-7,17,-7,-2,-8,2,5,-18,16
COc1ccc(-c2nc(CN3CCN(c4cc(C)nc(C)c4)CC3)c(C)o2)c2ccccc12,14,-12,14,-1,-19,2,-6,3,-22,-24,25
COc1cc(NC(=O)CCC(=O)N2CCN(S(=O)(=O)c3ccc(C)cc3)CC2)cc(OC)c1,-16,4,7,4,-10,-1,20,8,7,-4,5
COc1cc(NC(=O)COC(=O)c2cnccn2)c(C)cc1[N+](=O)[O-],0,6,14,18,6,-2,-10,-14,-2,2,6
COc1ccc(-c2nn(-c3ccccc3)cc2/C=C/C(=O)N2CCOCC2)cc1OC,-1,1,14,6,16,-1,-10,-2,3,-2,-7
O=C(NCc1ccccc1CN1CCCC1)C1CCN(S(=O)(=O)c2ccc(Cl)cc2)CC1,8,-10,11,-27,1,-3,-7,20,-13,4,-6
CC1(C(=O)Nc2cccc3ccccc23)CCN1C(=O)C1(c2ccccc2)CCCC1 (stereo not drawn),35,-46,-12,-26,12,.,-35,12,-10,0,8
COc1ccc(NC(=O)CN(C)C(=O)C(NC(=O)c2ccco2)C(C)C)cc1 (stereo not drawn),-15,-2,2,-3,13,3,-6,6,14,3,17
C=CCN(CC=C)C(=O)c1c(OC)cccc1OC,0,-1,8,6,-13,10,-5,-11,0,11,11
CC(C)c1ccccc1NC(=O)Nc1ccc2c(c1)OCO2,-7,-20,-36,-29,2,-8,-14,6,-6,-10,-29
CC1(C(=O)O)CCCN1C(=O)c1ccc(Cl)cc1Cl (stereo not drawn),11,-10,-3,3,-4,.,-20,3,1,-21,16
CC(C)(C)S(=O)(=O)/C(C#N)=C/Nc1ccccn1,18,1,3,2,13,2,-7,9,15,-12,-9
Cc1ccc(NC(=O)CSc2ccc(-c3cccnc3)nn2)cc1,-4,-6,0,-1,6,-15,-8,2,-3,-2,14
COc1cccc(C(=O)C2CCCN(C(=O)c3ccccc3Cl)C2)c1 (stereo not drawn),-4,-8,2,5,24,4,8,-23,1,-30,2
Cc1ccc2c(c1)N(CCCC(=O)Nc1cccc(C(F)(F)F)c1)C(=O)CO2,8,2,-4,-8,-22,0,-11,-9,10,-34,8

# A section of the results above:
SMILES,CF NFkB inh,NCOA1 inh,NR5A2 inv ag,SRC3 inh,TWEAK-Fn14 inh,LMP1 NFkB inh,NCOA2 inhibitor,TRAIL sens C8,KKLEB tox,TROY NFkB inh,COUP-TFII inh
CC(C)(C)S(=O)(=O)/C(C#N)=C/Nc1ccccn1,18,1,3,2,13,2,-7,9,15,-12,-9
Cc1ccc(NC(=O)CSc2ccc(-c3cccnc3)nn2)cc1,-4,-6,0,-1,6,-15,-8,2,-3,-2,14

# The list continues:
SMILES,CF NFkB inh,NCOA1 inh,NR5A2 inv ag,SRC3 inh,TWEAK-Fn14 inh,LMP1 NFkB inh,NCOA2 inhibitor,TRAIL sens C8,KKLEB tox,TROY NFkB inh,COUP-TFII inh
Cc1cc(=O)[nH]c(SCn2nnc3ccccc3c2=O)n1,-12,-25,-4,2,3,-12,1,-4,22,-13,-36
COc1ccc(S(=O)(=O)N2CCN(C(=O)c3ccco3)CC2)cc1C(C)(C)C,14,9,15,-10,10,-2,19,22,-5,-9,12
COC(=O)c1ccc(-c2ccc([C@H]3[C@H]4C=CC[C@@H](C)[C@@H]4C(=O)N3Cc3ccccc3)c(F)c2)cc1,22,-2,-38,-13,-12,16,-3,22,3,-6,18
CCOC(=O)C1(Cc2cccc(OC)c2)CCN(CCO)CC1,13,-3,0,-16,-5,5,-21,-3,-4,-2,7
CCOC(=O)c1c2n(c3ccc(O)cc13)CCC2,-3,-5,5,11,1,8,-6,-9,0,3,-13
O=C(NCCc1nccs1)C1CCC(=O)N(Cc2cccc(C(F)(F)F)c2)C1 (stereo not drawn),-6,-1,5,-6,-3,-7,-2,10,2,10,4
Cc1ccc(S(=O)(=O)CCC(=O)OCC(=O)c2cc(C)ccc2C)cc1,7,-16,8,-38,18,-2,18,-18,-17,-5,12
O=C(C1CCC1)N1CCc2cc(S(=O)(=O)Nc3ccc4c(c3)OCCO4)ccc21,0,13,15,26,35,22,3,13,-4,27,1
CC(=O)c1ccc(NC(=S)N2CCN(C(=S)Nc3ccc(C(C)=O)cc3)C(C)C2)cc1 (stereo not drawn),18,-1,7,4,8,2,9,1,-10,21,-5
O=S1(=O)NC(=NCCOCCO)c2ccccc21,-2,10,2,17,-7,0,3,-6,9,3,-7
CC(C)COC(=O)c1ccccc1OC(=O)c1ccncc1,-6,-8,2,22,11,1,-9,-8,-15,9,-6
COc1ccccc1CNC(=O)CSc1nc(=O)n(Cc2ccncc2)c2c1CCC2,16,2,-2,-5,19,-5,6,-5,-27,-3,16
Cc1cc(C(=O)N2CCc3ccccc32)c2ccccc2n1,-5,1,-1,-21,-2,6,9,-9,7,23,-10
Cc1[nH]c(=O)[nH]c(=O)c1N(C)C,-7,3,-5,10,-10,-2,-17,-1,17,18,2
CCN(C(=O)COC(=O)c1cc(S(=O)(=O)N2CCOCC2)ccc1F)C1CCS(=O)(=O)C1 (stereo not drawn),-6,-23,2,12,5,3,-6,-15,2,-6,-1
Cc1ccc(/C=N/NC(=O)CSc2nc3ccccc3c(=O)n2-c2ccccc2C)s1,-32,6,-6,18,42,6,-1,5,7,-22,-9
COC(=O)c1ccc2nc(C(C)(C)C)c(Cc3ccc(OC)cc3C)n2c1,-11,6,-6,-9,-14,.,12,-16,3,2,-3
COC(=O)C1=NN(C(=O)c2cccc(Cl)c2)C(O)(C(C)(C)C)C1 (stereo not drawn),9,-25,-59,-27,-4,0,-46,3,-3,-33,-42
COc1ccc(NS(=O)(=O)c2ccc(-n3nnc4ccccc43)c([N+](=O)[O-])c2)cc1,8,6,3,-4,2,-5,-10,1,-4,19,-12
COc1ccc(Cc2nc3ccc(C(=O)N(C)CC4COCCO4)cc3o2)cc1 (stereo not drawn),-8,-11,-32,-3,-35,-3,-59,3,-9,-16,-16
CCn1c(=O)c2c(nc3n2CCS3)n(C)c1=O,4,-4,-15,-13,2,-5,-10,-2,-4,6,-10
CCCC(C(=O)NC(C)(C)C)N(CCN1CCOCC1)C(=O)CNS(=O)(=O)c1ccccc1 (stereo not drawn),28,9,-6,11,-4,-2,3,-4,1,-2,-25
O=[N+]([O-])c1ccccc1S(=O)(=O)N1CCCc2ccccc21,2,7,-23,1,2,-7,20,4,2,-2,20
Cc1cc(=O)oc(C)c1C(=O)OCC(=O)c1ccc(Br)cc1,-5,-10,-23,-17,-10,-2,11,1,-8,-30,-7
C[C@H]1CN([C@@H](C)CO)S(=O)(=O)c2ccc(Br)cc2O[C@H]1CN(C)C(=O)c1cnccn1,8,-10,6,10,-2,-3,-11,3,12,3,-6
Cc1ccc2c(c1)C(=O)CC1(CCC(C(C)(C)C)CC1)O2 (stereo not drawn),-5,-4,12,10,-6,-1,11,-11,5,-9,1
Cc1cc(C)nc(-n2nc(C)cc2Nc2ccccc2)n1,-11,6,75*,-9,8,10,-6,2,-1,16,28
COc1cccc(-n2c(C)nc3c(cnn3-c3ccc(C)cc3)c2=O)c1,-19,-2,-10,15,20,10,19,10,5,-18,18
CN1C2Cc3c(n(C)c4ccccc34)C1CC=C2CO (stereo not drawn),-10,-23,-3,0,-3,6,8,-12,-2,2,15
COc1ccccc1C(=O)Nc1cc(-c2ccc(C)cc2)no1,-3,-40,-35,-61,-22,-9,-62,7,0,-76,3
CC(C)C[C@H](NC(=O)c1nc[nH]c1C(=O)N[C@@H](CCCCNC(=O)OC(C)(C)C)C(=O)OC(C)(C)C)C(=O)OCc1ccccc1,0,10,13,13,14,2,2,63*,-6,-5,12
COc1ccc(C2=NN(CC(=O)Nc3ccccc3C)C(=O)CC2)cc1,-10,-14,-7,-4,6,-1,-13,-8,16,-10,0
CCCCCCCCC(=O)N1C(C)CCC1C (stereo not drawn),-10,12,8,-27,-7,-5,4,2,7,0,4
O=C(NCC1CCCN1S(=O)(=O)c1ccccc1)C(=O)NC1CC1 (stereo not drawn),-11,-10,18,4,-12,-3,2,-4,10,2,-2
O=C(COC(=O)Cc1ccc(Cl)cc1)NCCc1ccccc1,15,-7,23,19,13,-4,7,-1,13,3,-15
COc1ccccc1C(=O)Nc1nnc(-c2ccc3c(c2)CCCC3)o1,-5,-10,-7,-11,-12,5,-9,5,-2,-40,-1
CN(c1ccccc1)c1nc(N)c([N+](=O)[O-])c(Nc2ccc(F)cc2)n1,17,3,0,6,-43,-4,3,-3,-3,-23,-4
Cn1c(=O)c2cc(S(=O)(=O)NCCC(=O)Nc3ccccc3F)ccc2n(C)c1=O,-2,13,-4,7,-1,-11,22,6,12,-14,10
CCOC(=O)c1c(S(=O)(=O)NCC2CCN(CCc3cccs3)CC2)c(C)n(C)c1C,19,-19,-10,16,5,4,19,-10,2,3,5
O=C(CCN1C(=O)c2ccccc2C1=O)Nc1ccc(F)cc1,0,4,-13,18,15,-8,-5,-16,7,6,3
COc1ccc(C(CNCC(O)COc2c(C)ccc(C)c2C)N(C)C)cc1 (stereo not drawn),1,9,13,10,5,-1,24,-6,-17,7,11
Cc1onc(-c2ccccc2)c1C(=O)NC(CC(=O)O)c1ccc(OC(C)C)cc1 (stereo not drawn),6,-16,-10,2,4,-1,-4,0,8,-5,-14
COc1ccccc1NC(=O)CC1Nc2ccccc2NC1=O (stereo not drawn),9,-21,25,-1,24,0,-4,-5,-11,-18,13
C/C(=N/NC(=O)CNC(=O)COc1ccccc1)c1ccc(Cl)cc1,5,1,22,-13,-11,-2,-6,-14,8,-28,3
O=C(O)CC/C(=C\c1cccc(NC(=O)c2ccccc2Cl)c1)c1nc2ccccc2s1,14,1,-2,23,-3,-3,-27,-5,5,-12,22
Cn1nccc1NC(=O)COCC(=O)O,8,-5,-13,-5,-5,-4,-39,-1,2,1,-3
COc1ccc(/C=N/NC(=O)CCc2nc3ccccc3[nH]2)cc1,1,1,12,5,3,0,11,3,-1,15,-11
CC(=O)c1cccc(NC(=O)NC2CCCCC2)c1,-6,-7,-12,-5,-9,-6,.,1,-16,-21,.
COc1ccc([C@H]2N[C@]3(CCCN(Cc4ccc(C)cc4)C3=O)[C@H]3C(=O)N(C)C(=O)[C@@H]23)cc1,0,1,13,4,5,-1,-18,-8,1,-3,-58
COC(=O)c1sccc1NC(=O)Nc1ccc(C)c(C)c1,6,-80,-93,-76,23,-18,-66,20,11,44,-41
CC(=O)Nc1cccc(-c2ccnc3c2CC(C(=O)Nc2ccccc2)O3)c1 (stereo not drawn),-24,-11,-10,-6,-6,.,12,3,2,1,-1
CN(C)CCCNc1nc2cc(-c3cccc(Cl)c3)sc2c(=O)n1C,-43,-10,-8,-2,-47,.,-4,25,-9,-19,2
Cc1ccc(C)c(NC(=O)Cc2csc(-c3ccccc3)n2)c1,7,3,-14,-3,-22,6,16,4,11,-12,4
COc1cc2c(cc1OC)CN(c1ccc(-c3ccccc3OC)nn1)CC2,14,3,-9,9,-16,-1,.,3,0,-9,.
